LEDGF integ inh – blockers of LEDGF/p75-dependent integrase strand transfer – biochemical, TR-FRET, high throughput, primary screen; HIV-1 integrase (with human LEDGF/p75); inhibition, % at 3.7 µM; 0.64% of 370,000 active; TR-FRET IN-LEDGF/p75 DNA integration, Eu/Cy5; AID 743269, 2014;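 active = inhibition above the screen-wide mean plus 3 SD, cut at about 13% in these data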;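 also: signal is the Cy5 over europium emission ratio at 671 and 618 nm; 0% = plate median of compound wells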
Tn7 DDE FP – inhibitors of Tn7 peptide binding to fibrin DD(E), primary screen, biochemical, fluorescence polarization, human fibrin, Tn7 probe. FP displacement of FITC-Tn7 peptide from fibrin DD(E); 0% = median of compound wells per plate. inhibition, % at 8.3 µM. 0.13% of 370,000 active;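 active = inhibition above the mean of compounds falling within the control limits plus 3 SD of them, cut at about 14% in these data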;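 also: 0% = plate median of compound wells and 100% = 10 µM Aha-Tn7 peptide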
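Also added: labelled Tn7 tracer, 0.1 µM; Assay system: human fibrin DD(E) protein; Amount: 2 µM fibrin DD(E); Schedule: 10 min compound pre-incubation, 3 h probe incubation at room temperature; Repeats: one replicate per compound; Read-out basis: percent inhibition; Measured by: fluorescence polarization of the labelled Tn7 tracer.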
TDP2 inh – human TDP2 enzyme inhibitors, primary screen, biochemical, epi absorbance, recombinant enzyme; T5PNP hydrolysis, p-nitrophenol absorbance 415 nm; inhibition, % at 12.8 µM; 0.34% of 370,000 active;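 active = inhibition above the mean of all tested compounds plus 3 SD, set per campaign, cut at about 25% in these data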;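 also: 0% = DMSO with enzyme and 100% = buffer with substrate but no TDP2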
Target sequence (O95551 whole entry, looked up): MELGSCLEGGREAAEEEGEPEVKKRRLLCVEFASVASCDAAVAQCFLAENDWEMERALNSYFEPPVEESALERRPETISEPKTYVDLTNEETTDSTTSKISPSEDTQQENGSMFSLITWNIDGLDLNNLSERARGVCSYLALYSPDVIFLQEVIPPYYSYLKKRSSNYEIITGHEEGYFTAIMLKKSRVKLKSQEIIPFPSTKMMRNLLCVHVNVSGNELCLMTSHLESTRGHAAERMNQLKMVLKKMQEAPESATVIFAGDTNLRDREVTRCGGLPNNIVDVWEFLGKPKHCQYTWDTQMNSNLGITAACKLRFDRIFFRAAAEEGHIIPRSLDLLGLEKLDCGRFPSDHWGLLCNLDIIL
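Test system: human TDP2 enzyme; Input: 120 nM TDP2 per well; Buffer or medium: Mg2+-containing Tris-HCl buffer, pH 7.5; Reagent: 5 mM T5PNP; Dosing: 12.8 µM single point, 1% DMSO; Incubation: reaction 2 h, 37 °C; Detection: p-Nitrophenol epi absorbance; Read-out: % inhibition relative to enzyme-containing and enzyme-free wells; Replicates: single well per compound.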
PG9 Ab binder – binders of HIV-1 gp120 antibody PG9, primary screen, biochemical, TR-FRET. inhibition, % at 6.7 µM. HIV-1 gp120 / PG9 antibody interaction. TR-FRET gp120-PG9 antibody binding. 0.43% of 360,000 active; in the data active = inhibition above about 8.5%
TCR CD3 inh – inhibitors of human TCR-CD3 interaction, primary screen, biochemical, fluorescence, TAMRA-labeled TCR probe. T-cell receptor (TCR). inhibition, % at 9.4 µM. 0.37% of 360,000 active. AID 651800, 2012; in the data active = inhibition above about 19%;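 also: recombinant mutant TCR 2C K166C tagged with TAMRA read by polarization; 0% = receptor in buffer alone and 100% = receptor with positive control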
UHRF1 MBD2 ctr – UHRF1 methylated DNA binding inhibitors, primary screen, counter-screen for MBD2 inhibitor project, biochemical, TR-FRET, human UHRF1, single concentration; E3 ubiquitin-protein ligase UHRF1 (Homo sapiens), Q96T88; UHRF1 binding to methylated oligo; inhibition, % at 4.4 µM; 0.75% of 370,000 active; in the data active = inhibition above about 21%;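 also: UHRF1 SRA domain binding a hemimethylated CpG hairpin DNA probe; 0% = median of test compound wells and 100% = reference inhibitor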
HTRA1 inh – HTRA1 serine protease inhibitors, primary screen, biochemical, fluorescence polarization, HTS. recombinant HTRA1, FP-rhodamine activity-based probe. 0.5% of 340,000 active. inhibition, % at 5.96 µM. AID 504803, 2011; in the data active = inhibition above about 36%;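 also: 0% = enzyme with DMSO and 100% = wells lacking enzyme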
SIAE primary – human SIAE inhibitors, primary screen, biochemical, fluorescence polarization, FP-Rh probe, 1536-well HTS. inhibition, % at 9.66 µM. SIAE FP-Rh probe binding. Sialate O-acetylesterase (Homo sapiens), Q9HAT2. 0.69% of 370,000 active;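 active = inhibition above a cutoff: mean of compounds within the control limits plus 3 SD of those, cut at about 17% in these data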;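 also: 0% = plate median of compound wells and 100% = probe without SIAE protein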
PRMT1 inh – PRMT1 methyltransferase inhibitors, primary screen, biochemical, fluorescence polarization | Protein arginine N-methyltransferase 1 (Homo sapiens), Q99873 | recombinant PRMT1, activity-based probe fluorescence polarization | inhibition, % at 2.79 µM | 1.3% of 370,000 active | AID 652257, 2013;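 active = inhibition above about 21% made by adding two undisclosed values, limit read from the data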
Target sequence (Q99873 whole entry, looked up): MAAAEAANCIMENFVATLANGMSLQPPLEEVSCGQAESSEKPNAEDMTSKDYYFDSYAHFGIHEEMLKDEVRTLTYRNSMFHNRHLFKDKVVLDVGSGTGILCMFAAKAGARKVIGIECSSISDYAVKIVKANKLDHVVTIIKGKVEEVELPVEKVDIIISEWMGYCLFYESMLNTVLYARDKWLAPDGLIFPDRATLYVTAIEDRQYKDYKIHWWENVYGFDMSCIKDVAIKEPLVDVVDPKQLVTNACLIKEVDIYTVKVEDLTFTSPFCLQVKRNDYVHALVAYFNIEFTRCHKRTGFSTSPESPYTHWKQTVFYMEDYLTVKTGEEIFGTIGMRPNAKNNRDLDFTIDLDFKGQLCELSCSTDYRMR
mABHD4 FP – ABHD4 inhibitors, primary screen, biochemical, fluorescence polarization, mouse; purified mABHD4, FP-Rh probe fluorescence polarization; 0.54% of 370,000 active; inhibition, % at 8.92 µM; (Lyso)-N-acylphosphatidylethanolamine lipase (Mus musculus), Q8VD66;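 active = inhibition exceeding the mean over every tested compound plus 3 SD, cut at about 30% in these data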;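 also: 0% = plate median of compound wells and 100% = S159A mutant with DMSO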
Target sequence (Q8VD66 whole entry, looked up): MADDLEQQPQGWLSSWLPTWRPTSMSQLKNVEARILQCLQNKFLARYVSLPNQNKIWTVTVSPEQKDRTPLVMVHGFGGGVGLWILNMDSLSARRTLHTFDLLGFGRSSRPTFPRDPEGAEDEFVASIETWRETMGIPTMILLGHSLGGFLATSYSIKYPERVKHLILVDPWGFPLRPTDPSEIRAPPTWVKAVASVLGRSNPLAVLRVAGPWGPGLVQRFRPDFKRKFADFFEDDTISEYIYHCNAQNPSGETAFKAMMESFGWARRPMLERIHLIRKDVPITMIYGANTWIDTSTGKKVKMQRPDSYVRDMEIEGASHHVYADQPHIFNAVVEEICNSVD
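Test system: mABHD4 protein; Read-out basis: % inhibition; Incubation: 45 min + 60 min at 25 °C; Repeats: single replicate; Technique: fluorescence polarization with parallel and perpendicular emission, 525/598 nm; Compound: 8.92 µM, single dose; Benchmarks: full inhibition S159A mutant plus DMSO, zero as sample-well median.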
* = called active by the depositor; / = not tested or not shown.

SMILES	LEDGF integ inh	Tn7 DDE FP	TDP2 inh	PG9 Ab binder	TCR CD3 inh	UHRF1 MBD2 ctr	HTRA1 inh	SIAE primary	PRMT1 inh	mABHD4 FP
COc1ccc(C(=O)NCc2ncccc2C)cc1OC1CCN(C(C)=O)CC1	-1	5	13	-0.7	4	-1	3	1	-1	2
COC(=O)c1ccccc1NC(=O)CN(c1cc(OC)ccc1OC)S(C)(=O)=O	-1	2	-6	0.8	7	1	2	5	0	0
COc1ccc(CNC(=O)CN2CCN(S(=O)(=O)c3cccs3)CC2)cc1OC	0	-9	-1	0.3	3	0	-24	-2	-1	-3
Cc1ccc(S(=O)(=O)NCCNC(=O)CN2CCOCC2)cc1	5	-5	8	0.8	6	-2	8	5	-3	-1
COc1ccc(CNC(=O)COC(=O)c2n[nH]c3ccccc23)cc1	-4	3	0	-1.3	-3	1	-16	-2	-2	5
O=C1C=C(NCc2ccco2)C2(CCCCC2)O1	4	-3	-22	-0.7	3	3	1	-8	-2	-6
N#C/C=C/C(=C\Nc1ccc(Cl)cc1)S(=O)(=O)c1ccccc1	2	2	8	-1.7	4	0	4	12	-3	-3
O=C(Cc1ccccc1)NCC(=O)OCC(=O)c1ccc(OC(=O)c2ccccc2)cc1	1	-2	-13	1.5	-1	3	7	-8	5	2
COc1cccc(C(=O)N2CCN(c3nc4cc(C)cc(C)c4cc3C#N)CC2)c1	1	-2	-13	-0.3	-1	-2	-37	-8	-1	6
COc1cc(C)c(S(=O)(=O)N2CCCC2)cc1C(C)C	3	-11	1	-2.4	1	0	0	-1	-1	-8
NS(=O)(=O)c1ccc(N2CCCC2=O)c([N+](=O)[O-])c1	3	2	8	-1.4	2	3	3	0	-1	-1
O=C1OCc2ccc(NC(=O)C3CC3)cc21	1	7	-1	0.1	1	-1	-5	10	0	4
Cc1cccnc1NC(=O)C1c2ccccc2Oc2ccccc21	-1	9	10	1.0	3	-2	-3	3	-3	-3
CC1(C)CC(=O)C(C=Nc2ccc3c(c2)OCO3)=C(O)C1	0	3	-9	0.6	1	-3	2	7	0	4
CC(C)(C)OC[C@H](NC(=O)c1[nH]cnc1C(=O)Nc1ccccc1F)C(=O)OC(C)(C)C	5	2	3	-1.6	3	0	-38	-13	-6	-12
Cc1cc(C)cc(N(CC(=O)NC2CCC(C)CC2)S(=O)(=O)c2c(C)[nH]c(=O)[nH]c2=O)c1 (configuration not stated)	0	7	-13	-0.8	4	-2	2	-11	1	-4
CCOC(=O)N1CCC(NS(=O)(=O)c2cc3c(cc2C)NC(=O)CO3)CC1	1	-1	1	0.7	-8	0	1	-6	3	5
CC(C)COCC(CN(Cc1ccccc1)c1ccccc1)N1CCCC1 (configuration not stated)	-1	-8	-4	-1.1	8	-2	2	6	-3	6
CCOc1ccc(CC(=O)Nc2c(C(=O)Nc3ccccc3)oc3ccccc23)cc1OCC	4	-5	-15	23*	2	-1	-10	-1	-2	8
CCN(CC)S(=O)(=O)c1cccc(NC(=O)c2cncc(Br)c2)c1	-2	0	7	1.6	-2	1	-8	-4	6	3
COc1cc(-c2nc(C(=O)NC3CCCCC3)cc3c2[nH]c2ccccc23)cc(OC)c1OC	0	-8	-7	0.2	5	-1	-81	-23	-8	-7
COc1cccc(OCc2cc(/C=N/NC(=O)c3ccn[nH]3)ccc2OC)c1	4	-7	-1	-0.2	4	-4	-41	-16	-2	-15
CCOC(=O)NC(NC(=S)Nc1ccccc1[N+](=O)[O-])C(Cl)(Cl)Cl (configuration not stated)	1	8	6	0.6	0	-2	7	-6	0	-4
C=Cc1c(C)c2cc3[nH]c(cc4nc(cc5nc(cc1[nH]2)C(C)=C5CCC(=O)O)C(CCC(=O)O)=C4C)c(C)c3C=C	85*	-1	13	-55	37*	75*	69*	75*	27*	70*
Nc1c(C(=O)c2ccccc2)sc2c1c(=O)[nH]c(=O)n2-c1ccccc1	2	-1	-6	-0.2	-5	4	-12	-8	5	-18
O=C(NCCN1CCOCC1)C(=O)c1c[nH]c2ccccc12	-1	-1	23	-2.8	4	-3	-5	8	-1	-5
COc1ccc(NC(=O)c2cccc3c(-c4cccnc4)coc23)cc1	-6	-4	-4	-14	-1	1	/	-5	5	-3
c1ccc(Nc2cc(-c3ccccc3)nc3ncnn23)cc1	-1	-4	2	-0.7	-4	9	0	-2	0	2
CC(C)c1[nH]nc2c1C(c1ccco1)C(C#N)=C(N)O2 (configuration not stated)	-3	2	-5	0.5	2	-2	-3	1	-1	2
COc1cc(/C=N/NC(=O)c2cc(C3CC3)[nH]n2)cc(OC)c1OC	0	3	2	-1.3	-4	1	5	0	5	-3
CCC(=O)c1c[nH]c(C(=O)NCCCN2CCOCC2)c1	-4	1	15	-1.4	2	-2	-9	8	0	-4
O=C(/C=C/c1ccc(O)cc1)c1ccc(O)cc1O	8	3	-3	-1.4	-4	-1	-6	-10	-3	-17
O=C(CCN1C(=O)c2ccccc2C1=O)N1CCN(C(=O)c2ccccc2)CC1	-1	0	1	-1.1	2	3	-1	-1	0	-5
COc1ccc(C(O)c2ncc(-c3cccc(F)c3)[nH]2)cc1F (configuration not stated)	-1	5	6	-0.8	2	-1	/	2	4	-1
N#Cc1ccccc1OCc1cn(CC(=O)c2ccc(O)cc2)nn1	3	1	1	-0.5	1	22*	0	5	7	4
Cc1ncoc1C(=O)N1CCCC(C(=O)c2cccc3ccccc23)C1 (configuration not stated)	0	2	6	1.1	-1	-3	2	4	-2	1
O=C(c1cccc(Cl)c1)N1CCC2CC1c1cc(-c3ccc(F)cc3)ccc12 (configuration not stated)	2	5	-3	0.3	-2	4	-24	-10	5	-10
COCc1cc(=O)[nH]c(/N=C(\N)Nc2ccc(Cl)c(Cl)c2)n1	-2	4	-2	1.5	2	1	/	-6	0	2
COc1cccc(CC(=O)NN2C(=O)NC3(CCCCC3)C2=O)c1	-3	1	-8	2.2	1	0	-2	-1	0	1
Cc1ccc(F)cc1NC(=O)N1CCCN(c2ccc(C(F)(F)F)cn2)CC1	9	-1	-2	-3.2	6	2	/	1	-2	-7
O=C(/C=C/c1ccc([N+](=O)[O-])cc1)NCCOc1ccc(F)cc1	8	3	3	-1.8	0	-3	-5	5	-5	-10
COc1ccc(C(=O)c2cc3cccc(OC)c3o2)cc1	-1	-2	-3	2.0	4	-1	-13	-4	2	-7
COc1ccc(C2C(=O)N(CCc3ccccc3)CC(=O)N2C2CCCCC2)cc1 (configuration not stated)	-1	1	-2	-1.2	0	-1	-2	-2	0	1
C=CCNC(=S)Nc1c(C(=O)OC)[nH]c2cc(OC)ccc12	1	0	2	-2.1	-1	-3	7	3	3	3
C#CCOCCOCCOCCNc1nc(N2CCN(C(=O)[C@H](CCCN=C(N)N)n3cc(C(N)[C@@H](C)CC)nn3)CC2)nc(N2CCN(C(=O)[C@H](CCC(=O)O)n3cc([C@@H](N)CO)nn3)CC2)n1 (some centres not stated)	3	0	10	-0.4	-5	17	12	-1	3	2

In a second layout: entries from further up
SMILES | LEDGF integ inh | Tn7 DDE FP | TDP2 inh | PG9 Ab binder | TCR CD3 inh | UHRF1 MBD2 ctr | HTRA1 inh | SIAE primary | PRMT1 inh | mABHD4 FP
COc1ccc(C(=O)c2cc3cccc(OC)c3o2)cc1 | -1 | -2 | -3 | 2.0 | 4 | -1 | -13 | -4 | 2 | -7
COc1ccc(C2C(=O)N(CCc3ccccc3)CC(=O)N2C2CCCCC2)cc1 (configuration not stated) | -1 | 1 | -2 | -1.2 | 0 | -1 | -2 | -2 | 0 | 1
C=CCNC(=S)Nc1c(C(=O)OC)[nH]c2cc(OC)ccc12 | 1 | 0 | 2 | -2.1 | -1 | -3 | 7 | 3 | 3 | 3

Additional records.
SMILES	LEDGF integ inh	Tn7 DDE FP	TDP2 inh	PG9 Ab binder	TCR CD3 inh	UHRF1 MBD2 ctr	HTRA1 inh	SIAE primary	PRMT1 inh	mABHD4 FP
CCSc1nc2nc(C)cc(C)n2n1	2	-5	10	0.6	-6	10	-1	3	3	6
COc1ccc(Cl)c2sc(N3CCN(C(=O)c4ccco4)CC3)nc12	0	3	2	0.8	-2	2	-8	0	0	-9
COc1ccc(OC)c2[nH]c(=O)c(CCNC(=O)c3ccc(Br)o3)cc12	2	-3	4	0.2	-7	-5	-8	6	2	-4
CC(C)c1ccccc1NC(=O)COC(=O)CCN1C(=O)/C(=C\C=C\c2ccccc2)SC1=S	2	-6	4	0.1	0	-4	-5	-3	-2	-7
CCCC(C(=O)Nc1ccc(S(=O)(=O)Nc2nccs2)cc1)c1ccccc1 (configuration not stated)	0	-2	1	-0.7	1	10	-8	2	-2	-6
Cc1ccc2nc(SCC(=O)c3ccc4c(c3)OCO4)[nH]c2c1	-1	6	-3	-0.1	0	2	-23	3	-1	-6
O=c1cc(CN2CCN(S(=O)(=O)c3ccccc3)CC2)nc2sccn12	0	-5	-1	-5.2	4	1	5	-1	-1	3
CN(C(=O)CSc1nc(-c2ccc(C(C)(C)C)cc2)c(C#N)c(=O)[nH]1)C1CCCCC1	5	-1	-12	-1.5	3	2	-55	-14	0	-63
CCN(CC)S(=O)(=O)c1ccc(OC)c(NC(=O)Cc2cccs2)c1	-1	4	-9	-0.7	2	4	-4	7	0	6
COc1ccc(Cn2cccc(NC(=O)Nc3ccc(F)cc3)c2=O)cc1	-4	3	-12	-0.7	-1	4	-5	-7	7	-8
O=C(C1=C(O)C(=O)N(CCCN2CCOCC2)C1c1ccccn1)c1cc2ccccc2o1 (configuration not stated)	2	-3	-14	15*	3	-1	0	-4	-2	-5
O=C1CC(c2ccccc2)CN1S(=O)(=O)c1ccccc1 (configuration not stated)	-3	3	11	-1.1	3	-1	-2	3	2	2
Nc1cc(=O)n(Cc2ccccc2)c(=O)n1Cc1ccccc1	-1	-2	-6	-0.7	1	-2	-9	-3	-4	-6
Oc1ccccc1OCc1nc2ccccc2s1	1	2	-11	-2.4	2	-5	0	8	28*	-5
CCOC(=O)c1c(S(=O)(=O)NCC(=O)Nc2cccc(C)c2)c(C)n(C)c1C	0	-2	12	-1.3	1	1	4	1	-2	4
O=C(Cn1cnc2c(nnn2Cc2ccc(F)cc2)c1=O)Nc1cccc(F)c1	-4	3	-1	-0.1	-4	3	4	-12	0	2

This is a random part of the collection, and some 4.2% of all compounds hit somewhere here.
